Source: PubChem BioAssay (several laboratories)
GSTO1 inh – counter-screen for RBBP9 inhibitors: inhibitors of human GSTO1 | P78417 | 300,000 compounds, 1.1% hits | inhibition, % at 5.96 µM | recombinant GSTO1, activity-based probe fluorescence polarization;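 active means inhibition above the campaign mean inhibition plus 3 SD, cut at about 35% in these data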;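 further: 0% = GSTO1-1 with DMSO and 100% = wells lacking GSTO1-1 enzyme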
Target sequence (P78417 whole entry, looked up): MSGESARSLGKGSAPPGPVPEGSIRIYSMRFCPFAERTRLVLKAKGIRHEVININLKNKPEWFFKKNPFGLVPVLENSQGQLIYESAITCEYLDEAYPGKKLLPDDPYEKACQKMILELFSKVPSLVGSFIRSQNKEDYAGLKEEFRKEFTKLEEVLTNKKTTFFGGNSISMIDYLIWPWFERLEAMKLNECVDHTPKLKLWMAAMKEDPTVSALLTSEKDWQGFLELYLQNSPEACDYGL
Bcl-xL primary – inhibitors of human Bcl-xL; Q07817; GST-Bcl-xL / FITC-Bim BH3 peptide fluorescence polarization; inhibition, % at 10.9 µM; 320,000 compounds, 0.7% hits;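 active means inhibition above the mean of all tested compounds plus 3 SD, cutoff set per campaign, cut at about 30% in these data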;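 further: 0% = DMSO wells and 100% = unlabeled Bim-BH3 peptide competitor; inhibitors lower millipolarization by displacing the labeled peptide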
Target sequence (Q07817 whole entry, looked up): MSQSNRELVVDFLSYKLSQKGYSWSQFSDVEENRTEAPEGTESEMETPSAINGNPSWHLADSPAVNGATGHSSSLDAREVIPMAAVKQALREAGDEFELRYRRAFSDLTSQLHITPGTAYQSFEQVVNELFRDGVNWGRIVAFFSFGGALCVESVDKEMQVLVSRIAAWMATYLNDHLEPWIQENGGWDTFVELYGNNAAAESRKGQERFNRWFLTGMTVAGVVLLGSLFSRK
MEX-5 binding – C. elegans MEX-5 TCR-2 RNA binding activity; 300,000 compounds, 0.38% hits; activity score (negative = inhibition of binding), % at 10 µM; MEX-5/FITC-TCR2 RNA binding, fluorescence polarization; active compounds read low; Q9XUB2;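 active means inhibition past about -25% in most replicates, and total fluorescence under double the plate's negative control median, limit read from the data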;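 further: 0% = DMSO and -100% = 5 µM competing unlabeled TCR2 RNA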
Fam108B counter – Fam108B inhibition, counter-screen for RBBP9 inhibitors; 300,000 compounds, 0.33% hits; recombinant Fam108B, FP-Rh probe fluorescence polarization; inhibition, % at 9.51 µM;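 active means inhibition above the screen mean inhibition plus 3 SD, computed separately per campaign, cut at about 18% in these data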;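 further: inhibitors lower polarization as less probe binds the enzyme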
MCL1 BIM primary – MCL1-BIM-BH3 interaction inhibition (human); AID 2057; GST-MCL1 / FITC-Bim-BH3 fluorescence polarization; inhibition, % at 10.9 µM; Q07820; 320,000 compounds, 0.68% hits;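 active means inhibition above the mean inhibition of all tested compounds plus 3 SD, set per campaign, cut at about 40% in these data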;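 further: 0% = DMSO wells and 100% = unlabeled Bim-BH3 peptide control; higher means more loss of mP so more displacement of Bim peptide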
TPT1 inhibitor – C. albicans TPT1 enzyme inhibition. recombinant caTPT1, FP RNA substrate dephosphorylation. inhibition, % at 5 µM. 300,000 compounds, 0.81% hits;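 active means inhibition above the mean of all tested compounds plus 3 SD, set per screening campaign, cut at about 24% in these data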;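 further: plate controls were DMSO alone for no effect and ferristatin control at 100 nM for full effect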
PAD4 FP inh – inhibitors of human PAD4; 330,000 compounds, 0.41% hits; recombinant PAD4, RCA probe fluorescence polarization; inhibition, % at 6.36 µM; Q9UM07; AID 485272;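 active means percent inhibition above a cutoff equal to the mean of all tested compounds plus 3 SD, cut at about 15% in these data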;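 further: 0% = PAD4 with RCA probe and DMSO and 100% = probe without PAD4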
PME-1 inh – blocks human protein phosphatase methylesterase 1 | AID 2130 | inhibition, % at 5.9 µM | 320,000 compounds, 0.53% hits | recombinant PME-1, FP-Rh probe fluorescence polarization;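 active means inhibition above the campaign mean of all compounds plus 3 SD, cut at about 26% in these data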;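 further: competitive labeling of PME-1 active site by serine hydrolase directed probe; 0% = PME-1 with DMSO and 100% = wells lacking PME-1 enzyme; inhibitors block probe labeling so polarization falls and inhibition rises; many of its hits are not listed in these tables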
Target sequence (Q9Y570 whole entry, looked up): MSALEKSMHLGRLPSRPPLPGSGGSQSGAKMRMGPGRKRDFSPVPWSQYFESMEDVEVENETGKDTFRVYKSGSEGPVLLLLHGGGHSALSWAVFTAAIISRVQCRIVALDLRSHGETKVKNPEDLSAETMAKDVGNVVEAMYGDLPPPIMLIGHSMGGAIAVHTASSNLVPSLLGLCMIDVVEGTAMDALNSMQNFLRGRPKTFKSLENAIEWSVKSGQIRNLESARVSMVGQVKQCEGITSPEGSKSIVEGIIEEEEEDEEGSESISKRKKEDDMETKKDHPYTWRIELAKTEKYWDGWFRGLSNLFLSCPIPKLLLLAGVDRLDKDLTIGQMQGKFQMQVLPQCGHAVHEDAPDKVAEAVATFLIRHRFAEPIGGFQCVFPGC
GLD-1 RNA inh – GLD-1-TGE RNA interaction inhibition (C. elegans) | Q17339 | purified GLD-1 + fluorescein TGE RNA, fluorescence polarization | inhibition, % at 5.96 µM | 320,000 compounds, 0.44% hits | AID 2280;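 active means percent inhibition above a per-plate cutoff, the plate mean of test compounds plus 3 SD, cut at about 30% in these data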;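 further: 0% = DMSO wells with GLD-1 and probe and 100% = wells lacking GLD-1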
* = called active by the depositor; / = no result given.

Molecule	TPT1 inhibitor	Fam108B counter	Bcl-xL primary	PME-1 inh	PAD4 FP inh	MCL1 BIM primary	GLD-1 RNA inh	MEX-5 binding	GSTO1 inh
Cn1c(=O)n(C)c2cc(NC(=O)CCc3ccccc3)c(Br)cc21	2	-1	6	-2	-1	3	6	-0.8	10
Cc1cccc(-c2nc(Nc3cccc(O)c3)c3ccccc3n2)c1	6	5	-2	-13	-4	-4	5	-10.0	-32
O=c1[nH]c(/C=C/c2ccccc2Cl)nc2ccccc12	-3	-13	-81	-16	-2	-151	3	0.8	-5
CCCN1C(=O)c2ccccc2NC1c1ccc(OC)cc1O (configuration not stated)	0	-2	-3	-5	1	1	3	-1.9	-2
CCCCCn1c(=O)[nH]c2cc(C(=O)N3CCN(Cc4ccc5c(c4)OCO5)CC3)ccc2c1=O	-1	-4	7	-4	-4	1	5	/	2
Cc1cc(C(=O)N2CCN(Cc3ccccc3)CC2)on1	-1	4	-2	8	1	-4	0	0.0	4
O=C(NCc1ccco1)c1ccc(Cl)s1	-2	1	7	-5	-3	4	-2	-2.1	-1
Cn1c(SCC(=O)N/N=C/C=C\c2ccco2)nc2ccccc21	3	4	12	8	-5	29	3	2.4	-5
N#CC1=C2SCN(c3ccc(F)cc3)CN2C(=O)CC1c1cccc(F)c1 (configuration not stated)	-3	-7	-2	-5	0	0	-3	1.9	3
CN(c1ccccc1)S(=O)(=O)c1ccc(Cl)c(C(=O)OCC(=O)NC2CCS(=O)(=O)C2)c1 (configuration not stated)	-2	4	7	2	-2	2	6	-3.6	-1
COc1ccc([C@H]2CC(=O)C=C(c3ccc4c(c3)OCCO4)C2)cc1	/	/	-8	-1	-11	-8	-1	/	/
O=C(OCc1cn(-c2ccc(Cl)cc2)nn1)c1ccccc1	-1	0	0	-4	0	-3	7	0.7	2
CC(CCc1ccccc1)NC(=O)CSc1cccc[n+]1[O-] (configuration not stated)	0	10	5	-1	1	-4	-4	-0.4	12
CCC(C)[C@H](NC(=O)N1CCC(C)CC1)C(=O)OC (some centres not stated)	-2	5	6	-1	4	2	1	0.8	9
c1cc2c(cc1C1=NNC(=NC3CC3)SC1)OCCO2	-2	-2	8	0	41*	6	-9	-2.1	13
CC(C)c1ccc(Nc2c([N+](=O)[O-])c(=O)n(C)c3ccccc23)cc1	-3	-2	7	1	-1	3	4	2.5	-3
CCOc1ccc2cc(C#N)c(SCC(=O)NC(C)CC)nc2c1 (configuration not stated)	0	-1	2	1	-2	-4	0	4.8	2
COc1ccc(/C=C(\NC(=O)c2ccc(OC)c(OC)c2)C(=O)NCCc2c[nH]c3ccccc23)cc1	-2	4	4	1	-3	-1	2	1.5	1
CC(C)(C)c1cnnn1-c1ccc(NC(=O)c2ccc(Br)o2)cc1	2	-4	1	5	-1	4	8	1.3	-7
Fc1ccccc1CSc1nnc(-c2cnccn2)n1Cc1ccco1	4	-2	-3	-1	1	-14	5	0.9	-3
Cc1nc(SC2C=CS(=O)(=O)C2)n[nH]1 (configuration not stated)	-1	-2	2	2	-2	8	3	-1.3	-5
CCNC(=S)N/N=C/c1ccc(OCc2ccc(C(=O)OC)cc2)cc1	-2	-4	3	-6	-2	7	6	-1.7	0
Cc1[nH]c(=O)[nH]c(=O)c1S(=O)(=O)N1CCCC(C(=O)N2CCC(Cc3ccccc3)CC2)C1 (configuration not stated)	2	3	2	0	-1	0	-8	/	5
Cc1ccc(CNC(=O)C(=O)NCC2OCCN2S(=O)(=O)c2cccs2)cc1 (configuration not stated)	0	3	1	-2	-4	4	7	-0.4	2
O=C(O)c1ccn(COc2ccc(Br)cc2)n1	-2	1	1	-5	-6	8	5	-0.7	-10
Cc1ccc(-c2cc(N)n3nc(-c4ccc(C)cc4)cc3n2)cc1	-1	1	5	14	-3	1	7	/	4
COc1ccc(CNC(=O)C2CC(C)=C(C)CC2C(=O)O)cc1OC (configuration not stated)	-3	-1	6	1	0	10	6	-0.3	2
CC(C)n1c(C(=O)OCC(=O)NCc2ccc3c(c2)OCO3)cc2occc21	8	0	2	14	-6	-5	-6	-1.1	1
O=C(O)C1=CCNCC1	-1	-6	2	1	-3	-1	2	-3.9	7
COc1ccc(C(=O)Nc2ccccc2C(=O)Nc2cc(C)ccn2)cc1	1	-1	2	-1	5	1	-6	-0.7	0
COc1ccc(NS(=O)(=O)c2cccc(C(=O)NNC(=O)c3ccccc3OC)c2)cc1	-1	-3	-2	-2	-2	-5	0	-2.4	12
N#Cc1c(-c2ccco2)nc(SCc2ccc(F)cc2)[nH]c1=O	3	-3	7	-5	-7	5	-2	-0.8	-54
COc1cc(C(=O)NCC(=O)N2CC=C(c3ccccc3)CC2)cc(OC)c1OC	-3	-2	-3	0	1	-4	-2	0.0	6
Cc1nn(Cc2ccccc2)c(C)c1C(=O)N1CCN(CC(=O)Nc2ccccc2Cl)CC1	/	/	4	3	4	7	5	/	/
CCOc1cccc2sc(N(CCN(C)C)C(=O)/C=C/c3cccs3)nc12	-4	-5	6	-3	-4	6	7	-0.4	14
CCOc1cccc2sc(=NC(=O)c3ccco3)n(CC(=O)OC)c12	1	-4	7	-1	-5	7	-8	/	-8
O=C(C1=C(O)C(=O)N(Cc2ccco2)C1c1cccs1)c1cccs1 (configuration not stated)	1	1	1	-3	-8	8	3	-3.5	-8
O=C(Nc1ccccc1)NC1(C(=O)NCc2cccs2)CCCCC1	-3	3	-5	-2	1	-4	-1	0.8	12
CC(=O)N1N=C(c2ccc(Br)cc2)OC12CCCC2	-1	1	0	-5	-1	-7	-1	2.6	-6
CCOC(=O)N1CCC(NC(=O)c2cc(S(=O)(=O)N3CCOCC3)ccc2F)CC1	1	-2	-5	0	-6	-1	-1	-0.2	2
Cn1c(SCc2nc3ccccc3n2CCO)nc2ccccc21	-2	0	-1	-1	-3	0	-1	1.5	1
CC(C)C(NC(=O)c1ccc(C(C)(C)C)cc1)C(=O)NCc1ccccn1 (configuration not stated)	/	/	0	-7	0	2	1	/	/
O=C(Cn1cccc1C(=O)c1ccccc1)NCCCN1CCc2ccccc2C1	-1	0	17	4	-7	5	1	1.0	-2
OCC[C@H]1C[C@H](O)[C@@H](O)[C@]2(Cc3ccccc3CO2)O1	1	-4	0	-6	-4	-4	3	/	2
O=C(Nc1ccccc1N1CCN(c2ccccc2)CC1)C12CC3CC(CC(C3)C1)C2	-3	-1	3	-10	1	7	3	0.5	15
CSCCC1NC2(C(=O)Nc3c(Cl)cccc32)[C@@H]2C(=O)N(C3CCCC3)C(=O)[C@H]12 (some centres not stated)	2	0	2	0	2	8	4	-1.2	0
Cc1c(Cl)cccc1NC(=O)CSc1nncn1-c1ccccn1	-1	0	0	4	-2	5	-2	-0.8	-2
CCCc1n[nH]c(=O)[nH]1	-2	-6	9	-3	2	2	6	0.9	2
O=S(=O)(c1ccc(OCC(O)CN2CCN(c3ccccc3)CC2)cc1)N1CCOCC1 (configuration not stated)	2	-9	-2	-9	-1	4	6	0.1	3
CCOC(=O)c1cn[nH]c1NC(=S)Nc1ccc(Cl)cc1	-2	-3	2	-14	2	5	-1	-0.9	-6
O=C(CN1C(=O)/C(=C/c2ccccc2)SC1=S)NC1C=CS(=O)(=O)C1 (configuration not stated)	-1	0	3	6	-2	6	0	2.2	-8
CCOC(=O)c1ccc(NC(=O)CN2CCN(C(=O)C3CCCO3)CC2)cc1 (configuration not stated)	0	-3	4	6	0	-1	3	1.0	3
CCOC(=O)c1ccc(NC(=O)Cn2nnc(-c3ccccc3)n2)cc1	2	-2	6	-1	1	10	7	-4.1	2
Cc1ccc(NC(=O)CN(C)C(=O)Cc2ccccc2F)cc1	-3	4	1	-1	-1	-1	3	2.2	5
Cc1cc(NC(=O)c2cc(C(C)C)on2)nn1Cc1ccc(Cl)cc1	1	-2	5	-10	-5	2	2	1.9	5
Cc1c(C(=O)NN2CCOCC2)cccc1[N+](=O)[O-]	1	-4	-5	-1	-4	-1	2	-0.5	-1
CCc1c2ccccc2nn1-c1ccccc1C(=O)C(C)=O	-1	4	8	7	-2	0	-1	0.9	3
Cc1ccc(-c2c(C)n([O-])c3c([n+]2=O)CCCC3)o1	-5	5	5	-5	-5	1	1	0.7	-4
COc1cc(CCC(C)=O)ccc1OC(=O)c1c(F)cccc1Cl	3	0	2	1	-5	5	7	1.9	-5
CS(=O)(=O)N(CC(=O)NC1CC1)c1cccc(F)c1	2	-3	5	0	1	3	5	1.3	-2

Next section
Molecule	TPT1 inhibitor	Fam108B counter	Bcl-xL primary	PME-1 inh	PAD4 FP inh	MCL1 BIM primary	GLD-1 RNA inh	MEX-5 binding	GSTO1 inh
Cc1ccc(C(=O)Nc2ccsc2C(=O)O)cc1	-4	5	10	0	0	8	5	-1.9	-2
CC(C)(C)NC(=S)N1CCC(C(=O)c2ccc(Cl)cc2)CC1	-1	3	3	-2	4	8	2	3.4	-4
COc1ccc(C(=O)NNC(=S)NC(=O)c2ccco2)cc1	-1	0	2	7	3	12	4	-1.8	27
CCOC(=O)C1C(c2cccc([N+](=O)[O-])c2)C2C(=O)NN=C2CC1(C)O (configuration not stated)	5	-2	-1	-6	-3	-7	1	2.8	-3
O=C(Nc1ccc(CN2CCOCC2)cc1)c1ccc(Cl)cc1	1	1	3	1	-2	-7	-5	0.5	9
O=C(COc1ccccc1)NNC(=O)c1cccs1	4	1	1	5	-8	8	7	0.9	2
CN(C(=O)CSc1nnc(-c2cccs2)o1)C1CCS(=O)(=O)C1 (configuration not stated)	-1	-2	2	-3	2	1	0	0.1	1

These rows are one share of the data; rates above refer to the full screens.
